Assay outcomes from PubChem BioAssay.
EPAC2 agonist: activates human EPAC2 exchange factor | EPAC2 activation, biochemical qHTS; response scale: 100% = 6.5 mM cAMP response | AID 720711 | Potency, µM (series often up to 154 µM), inactives show at the highest dose activation, most hits filed as activators | actives 0.079% (n = 360,000); further: potency means the concentration at half of the fitted maximal effect; nearly all actives have a fitted effect of over 50% in size
Target sequence (Q8WZA2 whole entry, looked up): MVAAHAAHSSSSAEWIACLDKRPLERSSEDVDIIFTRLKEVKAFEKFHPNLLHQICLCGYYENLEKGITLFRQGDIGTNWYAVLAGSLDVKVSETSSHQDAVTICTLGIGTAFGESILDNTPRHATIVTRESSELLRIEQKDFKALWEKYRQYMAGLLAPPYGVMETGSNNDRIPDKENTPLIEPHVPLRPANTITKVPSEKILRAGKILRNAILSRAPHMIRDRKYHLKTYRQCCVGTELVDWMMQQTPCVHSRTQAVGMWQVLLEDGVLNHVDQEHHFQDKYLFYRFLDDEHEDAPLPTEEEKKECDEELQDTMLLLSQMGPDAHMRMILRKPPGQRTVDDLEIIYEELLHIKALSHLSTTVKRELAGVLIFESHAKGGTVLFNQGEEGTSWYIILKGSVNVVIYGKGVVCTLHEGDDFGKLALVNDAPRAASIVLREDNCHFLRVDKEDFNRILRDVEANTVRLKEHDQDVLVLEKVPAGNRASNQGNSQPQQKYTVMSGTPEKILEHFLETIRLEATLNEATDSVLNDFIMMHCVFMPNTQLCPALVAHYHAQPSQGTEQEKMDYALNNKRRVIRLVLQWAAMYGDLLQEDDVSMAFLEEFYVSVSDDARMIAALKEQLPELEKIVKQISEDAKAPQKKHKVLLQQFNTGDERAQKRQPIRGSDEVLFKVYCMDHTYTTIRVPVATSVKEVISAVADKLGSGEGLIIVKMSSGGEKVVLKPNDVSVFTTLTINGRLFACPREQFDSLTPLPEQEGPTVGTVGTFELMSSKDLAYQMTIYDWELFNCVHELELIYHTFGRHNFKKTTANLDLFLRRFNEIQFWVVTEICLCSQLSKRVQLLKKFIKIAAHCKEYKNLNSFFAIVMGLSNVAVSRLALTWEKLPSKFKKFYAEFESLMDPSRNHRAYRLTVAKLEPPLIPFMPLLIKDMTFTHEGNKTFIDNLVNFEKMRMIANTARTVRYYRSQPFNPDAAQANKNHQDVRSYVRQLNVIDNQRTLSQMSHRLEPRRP
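Exchange assay: 100 nM EPAC2 with 250 nM Rap1B-BODIPY-GDP and 50 uM GDP. Fluorescence (ex 480/em 540 nm) read every 5 min for 30 min at room temperature. Data normalized to 6.5 mM cAMP as agonist control.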
TGFb inhibitor: blocks TGF-b signaling; actives 1.2% (n = 410,000); AID 588855; HepG2 CAGA-GFP TGF-b/SMAD3 reporter, GFP fluorescence, 18 h; TGF-beta stimulated, 500 pg/mL final; Potency, µM (series often up to 46.1 µM), for the others: top-dose activity, negative = inhibition, usual class: inhibitors; further: potency means the concentration at half of the fitted maximal effect; on the % scale 0 is the no-effect control and ±100 the full control effect; nearly all actives have a fitted effect of over 65% in size
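Inhibition was scored as loss of TGF-beta-induced (500 pg/mL final, 18 hours, 37 degrees C) GFP in HEPG2 cells carrying a CAGA-GFP reporter, in DMEM with 1% FBS. Well GFP was summed per cell; Activity was normalised to unstimulated and stimulated DMSO wells, then concentration-response fitting.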
EPAC2 antagonist: blocks human EPAC2 exchange factor | actives 0.18% (n = 360,000) | Q8WZA2 | Potency, µM (doses to about 114 µM), inactives show at the top dose activity, negative = inhibition, hits mostly inhibitors | EPAC2 GEF exchange of Rap1B-BODIPY-GDP, fluorescence | AID 720708; further: potency means the concentration at half of the fitted maximal effect; on the % scale 0 is the no-effect control and ±100 the full control effect; nearly all actives have a fitted effect of over 45% in size; many of its hits are not listed in these tables
Mm-Cpn inhibitor: blocks the Methanococcus maripaludis chaperonin Mm-Cpn; purified Mm-Cpn ATPase, ADP Transcreener TR-FRET; Potency, µM (highest dose often 76.9 µM), for inactives: at the top dose activity, negative = inhibition, most hits filed as inhibitors; actives 0.031% (n = 330,000); further: potency means the concentration at half of the fitted maximal effect; on the % scale 0 is the no-effect control and ±100 the full control effect; nearly all actives have a fitted effect of over 80% in size
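Quantitative HTS used 25 nM Mm-CPN and 10 uM ATP in magnesium/KCl Tris buffer, pH 7.4, with 1 mM DTT. Hydrolysis ran 30 min at 37°C; ADP was read by HTRF.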
A549 viability: kills or reduces viability of A549 cells in Nrf2 counter-screen | A549 ARE-Fluc cells, CellTiter-Fluor viability, 18-24 h | Potency, µM (doses to about 46 µM), inactives show top-dose activity change, negative = cytotoxicity, hits mostly inhibitors | actives 0.16% (n = 390,000) | AID 504648; further: potency means the concentration at half of the fitted maximal effect; on the % scale 0 is the no-effect control and ±100 the full control effect
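A549 ARE_Fluc cells in 5% FBS OPTI-MEM were exposed to compounds in concentration-response for 18-24 h at 37 deg C. Viability was read by CellTiter-Fluor fluorescence (Ex 405/Em 525) after 30 min, before the luciferase read.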
Nrf2 inh: blocks Nrf2 signaling; A549 ARE-Fluc reporter, luciferase luminescence, 18-24 h; Potency, µM (series often up to 46 µM), for inactives: at the highest dose activity change, negative = inhibition, hits mostly inhibitors; actives 2.1% (n = 360,000); AID 504444; further: potency means the concentration at half of the fitted maximal effect; on the % scale 0 is the no-effect control and ±100 the full control effect; nearly all actives have a fitted effect of over 60% in size
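In this cell-based qHTS, ARE-driven firefly luciferase in A549 cells reports Nrf2 activity; the luminescent signal after BugLite lysis is the measured value, with a prior CellTiter-Fluor read for cell health.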
Akt phos inh: blocks phosphorylation of Akt | actives 0.32% (n = 360,000) | Neuro2A IGF-stimulated pAkt S473 HTRF, 20 min; hits give low values | activity change, % for hits at 50 µM | AID 651550; in the data active means activity change below about -80%; inconclusive means mostly about -51% to -80%; further: on the % scale 0 is the no-effect control and ±100 the full control effect
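Single-point screen (50 µM final compound) in Neuro2A cells stimulated 20 min with 6 nM IGF at 37 deg C. After lysis, Ser473-phosphorylated Akt read by HTRF (ex 330 nm, em 615/665 nm) as the 665/615 ratio.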
CCT modulator: modulators of cytosolic chaperonin (CCT/TRiC) activity | purified chaperonin ATPase assay, HTRF ADP detection, 30 min | activity change, % (no concentration beside the values), hits read low | actives 0.3% (n = 360,000); in the data active means activity change below about -30%; further: on the % scale 0 is the no-effect control and ±100 the full control effect
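TRiC at 40 or 20 nM final (batch-dependent) in 30 mM Tris pH 7.4, 100 mM KCl, 5 mM MgCl2, 1 mM DTT, with compound at single 76 uM and 10 uM ATP, 30 min at 37 deg C. ADP detected by HTRF Transcreener, 665/615 ratio.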
Nrf2 ARE act: activators of Nrf2 (ARE) signaling; Potency, µM (titrated, usually from 46.1 µM), inactives show at the top dose activation, usual class: activators; AREc32 ARE-luciferase reporter (MCF7-derived line), luminescence, 24 h; AID 624171; actives 0.31% (n = 410,000); further: potency means the concentration at half of the fitted maximal effect; % of control where 0% means no effect; nearly all actives have a fitted effect of over 65% in size
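AREc32_Fluc, 1000 cells/well, OPTI-MEM + 5% FBS, o/n 37 deg C 5% CO2; 23 nL cpd by pin tool, 24 hr; Steady-Glo 30 min RT, luminescence.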
* hit, by the source's call; i = inactive; ? = inconclusive; nt = not tested or not shown; [ ] = remark or other dose. Unless noted, the call rests on the fitted dose curve; in most records, active means well fitted curve in the direction sought with a large enough effect; inconclusive means small, poorly fitted or top-dose-only effect, or another doubt; inactive means no such curve, though single readings can be large; an effect the other way counts as inactive or inconclusive. An excerpt; the hit share may differ from the screen's.

Order of results: EPAC2 agonist | TGFb inhibitor | EPAC2 antagonist | Mm-Cpn inhibitor | A549 viability | Nrf2 inh | Akt phos inh | CCT modulator | Nrf2 ARE act
1. COc1ccc(OC)c(CN2CCC(CNC(=O)Nc3cccc(Cl)c3)CC2)c1
  3% | -32% | 5% | -4% | 0% | 3% | i | -1.8 | 2.1%
2. Cc1ccccc1NC(=S)/C(=C(\[O-])c1cc(C)n(Cc2ccccc2Cl)c1C)[n+]1ccccc1
  6% | 32%[activator] | -15% | -1% | -6% | -27% | i | -5.4 | 1.9%
3. COc1ccc(C(=O)N2CCC(c3nc4ccccc4s3)CC2)cc1Cl
  nt | 8.9µM* | nt | nt | -9% | ? | nt | nt | 4.8%
4. CC12CC3CC(C)(C1)CC(C(=O)NC(=S)N1CCCCC1)(C3)C2
  9% | 6% | -3% | -4% | 0% | 6% | i | -0.4 | -0.4%
5. COc1cccc(CNC(=O)c2cc3c(=O)n(C)c4ccccc4c3n2C)c1
  nt | -4% | nt | nt | -3% | 4% | nt | nt | 1.0%
6. Cc1cccc(NC(=S)NNC(=O)Cc2ccccc2)c1
  -3% | -3% | 9% | 0% | -5% | -1% | i | 2.0 | -0.3%
7. O=C(O)c1ccc(CSc2nc(-c3ccc(Cl)cc3)cc(C(F)(F)F)n2)cc1
  1% | ? | -4% | -3% | -11% | ? | i | 2.9 | -0.6%
8. O=C(Cn1nc2ccccc2n1)N/N=C/c1ccc(F)cc1
  -1% | -15% | -6% | 1% | 4% | -22% | i | -2.1 | 2.1%
9. O=C(CSc1ccc2c(c1)OCCO2)Nc1ccccc1
  4% | 6% | 9% | nt | nt | nt | i | 0.9 | -1.4%
10. CC12CN3CCN(CC(C3)/C1=N\NC(=O)Nc1cccc(Cl)c1)C2
  6% | 0% | 1% | 2% | -8% | ? | i | 1.0 | 0.4%
11. O=C(O)C1CC=CCC1C(=O)Nc1cccc(F)c1 (stereo not given)
  8% | -12% | -2% | -21% | 0% | 0% | i | -4.2 | 0.2%
12. COc1ccc(NC(=O)CC2C(=O)NCCN2C(=O)c2ccc(N(C)C)cc2)cc1 (stereo not given)
  7% | 7% | -4% | 1% | -3% | 1% | i | -50* | 0.4%
13. O=S1(=O)C[C@@H](N2CCN(CC3CC3)CC2)[C@H](COCc2ccccc2)N1
  9% | 1% | 11% | nt | nt | nt | i | -2.2 | 0.7%
14. COCCCN1CC(=O)N2C(c3cccc(C)c3)c3[nH]c4ccccc4c3C[C@H]2C1=O (stereo not given in full)
  4% | 22% | -11% | 2% | -9% | -2% | i | 0.8 | 0.5%
15. CCN(c1ccccc1)c1nc2ccsc2c(=O)s1
  21% | -18% | -4% | -1% | -21% | 3% | i | -3.4 | 2.8%
16. O=C(CSc1nnc(COc2ccccc2F)n1-c1ccccc1)NC1CCS(=O)(=O)C1 (stereo not given)
  10% | -2% | -2% | -1% | 0% | -11% | i | 1.5 | -0.6%
17. O=C(c1cc(S(=O)(=O)N2CCOCC2)ccc1Cl)N1CCCCC1CO (stereo not given)
  2% | -11% | -3% | 0% | -4% | -16% | i | 0.8 | -0.9%
18. Cc1cccc(-c2noc(CCC(=O)NC3CCCC3)n2)c1
  -1% | -6% | -1% | -1% | 0% | 6% | i | 1.2 | 0.6%
19. O=C(CC1C(=O)NCCN1Cc1ccc(-c2ccccc2)cc1)NCCCn1ccnc1 (stereo not given)
  0% | 2% | -5% | -2% | -2% | 9% | i | 0.6 | 0.5%
20. COc1ccccc1C/C(N)=N/OC(=O)c1ccc(C)c([N+](=O)[O-])c1
  10% | -6% | 1% | 0% | -27% | -11% | i | -8.0 | 1.7%

Already shown: an excerpt of the list.
Order of results: EPAC2 agonist | TGFb inhibitor | EPAC2 antagonist | Mm-Cpn inhibitor | A549 viability | Nrf2 inh | Akt phos inh | CCT modulator | Nrf2 ARE act
1. COc1ccc(OC)c(CN2CCC(CNC(=O)Nc3cccc(Cl)c3)CC2)c1
  3% | -32% | 5% | -4% | 0% | 3% | i | -1.8 | 2.1%
2. Cc1ccccc1NC(=S)/C(=C(\[O-])c1cc(C)n(Cc2ccccc2Cl)c1C)[n+]1ccccc1
  6% | 32%[activator] | -15% | -1% | -6% | -27% | i | -5.4 | 1.9%
3. COc1ccc(C(=O)N2CCC(c3nc4ccccc4s3)CC2)cc1Cl
  nt | 8.9µM* | nt | nt | -9% | ? | nt | nt | 4.8%
4. CC12CC3CC(C)(C1)CC(C(=O)NC(=S)N1CCCCC1)(C3)C2
  9% | 6% | -3% | -4% | 0% | 6% | i | -0.4 | -0.4%
5. COc1cccc(CNC(=O)c2cc3c(=O)n(C)c4ccccc4c3n2C)c1
  nt | -4% | nt | nt | -3% | 4% | nt | nt | 1.0%
6. Cc1cccc(NC(=S)NNC(=O)Cc2ccccc2)c1
  -3% | -3% | 9% | 0% | -5% | -1% | i | 2.0 | -0.3%
7. O=C(O)c1ccc(CSc2nc(-c3ccc(Cl)cc3)cc(C(F)(F)F)n2)cc1
  1% | ? | -4% | -3% | -11% | ? | i | 2.9 | -0.6%

Other records follow.
Order of results: EPAC2 agonist | TGFb inhibitor | EPAC2 antagonist | Mm-Cpn inhibitor | A549 viability | Nrf2 inh | Akt phos inh | CCT modulator | Nrf2 ARE act
21. Cc1cc(NC(=O)c2cc(-c3ccncc3)nc3ccccc23)ccc1Br
  9% | ? | 0% | 0% | -19% | ? | i | -1.3 | 0.6%
22. O=C(CSc1nc2ccsc2c(=O)n1-c1ccccc1)N1CCCC1
  11% | -3% | 3% | 0% | 0% | nt | i | -2.6 | 0.2%
23. COc1ccc(-c2cccc(N3CCN(c4ccccn4)CC3)n2)cc1OC
  17% | 23% | 2% | nt | nt | nt | i | -0.5 | 0.7%
24. O=C(Cn1c(=O)oc2cc(S(=O)(=O)N3CCCCC3)ccc21)N1CCc2ccccc2C1
  -3% | 3% | ? | -2% | -4% | -7% | i | -2.3 | -0.2%
25. CCc1cccc(CC)c1NC(=O)C1CN(S(=O)(=O)c2ccccc2)CCN1S(=O)(=O)c1ccccc1 (stereo not given)
  -6% | ? | 0% | 0% | 1% | 8% | i | -1.9 | 0.0%
26. CCOC(=O)c1c(C)nn(Cc2cccc(Cl)c2)c1N
  5% | ? | 2% | 1% | 3% | 6% | i | -2.8 | -0.4%
27. C#CCC(NC(=O)c1ccc(C#N)cc1)C(=O)NCCC (stereo not given)
  3% | 18% | 3% | 0% | 1% | 10% | i | 1.8 | -0.3%
28. Cc1nn(Cc2ccc(Cl)cc2)c(C)c1N
  0% | 0% | 0% | 0% | 3% | 1% | i | 1.7 | 0.1%
29. Cc1cccc(OCCNC(=O)c2cncc(Br)c2)c1
  9% | ? | -8%[57.1 µM] | -1% | ? | ? | i | 0.5 | 0.1%
30. CN(C(=O)c1cc(-c2ccc3c(c2)OCO3)on1)c1ccccc1
  7% | 3% | -21% | 2% | -1% | ? | i | -0.1 | 2.3%
31. Cc1ccc(CN2C(=O)c3ccccc3C2c2nnnn2C(C)C)cc1 (stereo not given)
  3% | nt | 4% | nt | nt | nt | i | 0.3 | 0.5%
32. Cc1ccc(C(=O)NCc2ccccn2)cc1S(=O)(=O)N1CCCCC1
  -4% | -6% | 23% | 0% | -9% | ? | i | 3.1 | 7.7%
33. Cc1csc2ncc(C(=O)NCCC(c3ccccc3)c3ccccc3)c(=O)n12
  11% | -29% | -11% | -8% | 1% | 5% | i | -0.7 | 5.9%
34. COC(=O)CC1Oc2ccc(C)cc2-n2cc(-c3ccc(C)cc3)nc21 (stereo not given)
  nt | ? | nt | nt | 2% | -10% | nt | nt | -0.7%
35. COc1ccc(C(=O)NC2CC(C)(C)Cc3c2cnn3-c2ccccc2)c(OC)c1 (stereo not given)
  11% | 6% | -4% | 1% | -24% | 18µM* | i | -3.5 | -0.3%
36. O=C1CC(c2ccccc2)CC(O)=C1C=NC1CCCC1 (stereo not given)
  8% | -22% | -3% | 0% | -4% | -4% | i | -2.4 | 0.0%
37. COc1ccc(-c2cccc([C@H]3[C@@H]4C=CCC[C@@]4(C)C(=O)N3Cc3ccccc3)c2)cc1
  12% | ? | -11% | 0% | 0% | -26% | i | -0.9 | 19%
38. CCCn1c(N)c(C(=O)CN(C)CC(=O)Nc2cccc(F)c2)c(=O)[nH]c1=O
  6% | 13% | -7% | 2% | -5% | -24% | i | 1.4 | -0.5%
39. O=C(O)c1cccc2c1Cc1cc(Cl)ccc1-2
  4% | 39%[activator] | -24% | nt | 1% | -21% | i | -2.1 | 0.5%
40. Cc1ccc(-c2nsc3c(N4CCC(C(N)=O)CC4)ncnc23)cc1
  8% | 13% | -6% | ? | 13% | ? | i | -1.7 | -2.1%
41. Cc1nc(C)c(N)c(=O)[nH]1
  8% | 9% | 0% | 0% | -1% | -9% | i | -1.7 | 0.1%
42. CCOc1ccc(S(=O)(=O)N2CCN(C(=S)NC3CC3)CC2)cc1
  5% | -9% | -4% | 1% | 6% | ? | i | -1.2 | -0.7%
43. CC(C)NC(=O)c1onc(CSc2ccccn2)c1C(=O)NC(C)C
  9% | -15% | -3% | 0% | 2% | -12% | i | 0.6 | -0.4%
44. Cc1c(-c2ccccc2)nc(N)c(C#N)c1-c1cccnc1
  4% | -7% | -11% | -1% | -1% | 6% | i | 1.1 | -0.3%
